Mtb BioA inh: inhibitors of Mycobacterium tuberculosis BioA enzyme. inhibition, % at 9.99 µM. 360,000 tested, 0.096% active. purified M. tuberculosis BioA enzyme, plate reader; in the data active means inhibition above about 40%
TcdB GH inh: blocks C. difficile toxin B glycohydrolase activity; 350,000 tested, 0.24% active; P18177; TcdB glycohydrolase enzymatic assay, plate reader; inhibition, % at 9.99 µM; AID 652162; in the data active means inhibition above about 10%
Target sequence (P18177 whole entry, looked up): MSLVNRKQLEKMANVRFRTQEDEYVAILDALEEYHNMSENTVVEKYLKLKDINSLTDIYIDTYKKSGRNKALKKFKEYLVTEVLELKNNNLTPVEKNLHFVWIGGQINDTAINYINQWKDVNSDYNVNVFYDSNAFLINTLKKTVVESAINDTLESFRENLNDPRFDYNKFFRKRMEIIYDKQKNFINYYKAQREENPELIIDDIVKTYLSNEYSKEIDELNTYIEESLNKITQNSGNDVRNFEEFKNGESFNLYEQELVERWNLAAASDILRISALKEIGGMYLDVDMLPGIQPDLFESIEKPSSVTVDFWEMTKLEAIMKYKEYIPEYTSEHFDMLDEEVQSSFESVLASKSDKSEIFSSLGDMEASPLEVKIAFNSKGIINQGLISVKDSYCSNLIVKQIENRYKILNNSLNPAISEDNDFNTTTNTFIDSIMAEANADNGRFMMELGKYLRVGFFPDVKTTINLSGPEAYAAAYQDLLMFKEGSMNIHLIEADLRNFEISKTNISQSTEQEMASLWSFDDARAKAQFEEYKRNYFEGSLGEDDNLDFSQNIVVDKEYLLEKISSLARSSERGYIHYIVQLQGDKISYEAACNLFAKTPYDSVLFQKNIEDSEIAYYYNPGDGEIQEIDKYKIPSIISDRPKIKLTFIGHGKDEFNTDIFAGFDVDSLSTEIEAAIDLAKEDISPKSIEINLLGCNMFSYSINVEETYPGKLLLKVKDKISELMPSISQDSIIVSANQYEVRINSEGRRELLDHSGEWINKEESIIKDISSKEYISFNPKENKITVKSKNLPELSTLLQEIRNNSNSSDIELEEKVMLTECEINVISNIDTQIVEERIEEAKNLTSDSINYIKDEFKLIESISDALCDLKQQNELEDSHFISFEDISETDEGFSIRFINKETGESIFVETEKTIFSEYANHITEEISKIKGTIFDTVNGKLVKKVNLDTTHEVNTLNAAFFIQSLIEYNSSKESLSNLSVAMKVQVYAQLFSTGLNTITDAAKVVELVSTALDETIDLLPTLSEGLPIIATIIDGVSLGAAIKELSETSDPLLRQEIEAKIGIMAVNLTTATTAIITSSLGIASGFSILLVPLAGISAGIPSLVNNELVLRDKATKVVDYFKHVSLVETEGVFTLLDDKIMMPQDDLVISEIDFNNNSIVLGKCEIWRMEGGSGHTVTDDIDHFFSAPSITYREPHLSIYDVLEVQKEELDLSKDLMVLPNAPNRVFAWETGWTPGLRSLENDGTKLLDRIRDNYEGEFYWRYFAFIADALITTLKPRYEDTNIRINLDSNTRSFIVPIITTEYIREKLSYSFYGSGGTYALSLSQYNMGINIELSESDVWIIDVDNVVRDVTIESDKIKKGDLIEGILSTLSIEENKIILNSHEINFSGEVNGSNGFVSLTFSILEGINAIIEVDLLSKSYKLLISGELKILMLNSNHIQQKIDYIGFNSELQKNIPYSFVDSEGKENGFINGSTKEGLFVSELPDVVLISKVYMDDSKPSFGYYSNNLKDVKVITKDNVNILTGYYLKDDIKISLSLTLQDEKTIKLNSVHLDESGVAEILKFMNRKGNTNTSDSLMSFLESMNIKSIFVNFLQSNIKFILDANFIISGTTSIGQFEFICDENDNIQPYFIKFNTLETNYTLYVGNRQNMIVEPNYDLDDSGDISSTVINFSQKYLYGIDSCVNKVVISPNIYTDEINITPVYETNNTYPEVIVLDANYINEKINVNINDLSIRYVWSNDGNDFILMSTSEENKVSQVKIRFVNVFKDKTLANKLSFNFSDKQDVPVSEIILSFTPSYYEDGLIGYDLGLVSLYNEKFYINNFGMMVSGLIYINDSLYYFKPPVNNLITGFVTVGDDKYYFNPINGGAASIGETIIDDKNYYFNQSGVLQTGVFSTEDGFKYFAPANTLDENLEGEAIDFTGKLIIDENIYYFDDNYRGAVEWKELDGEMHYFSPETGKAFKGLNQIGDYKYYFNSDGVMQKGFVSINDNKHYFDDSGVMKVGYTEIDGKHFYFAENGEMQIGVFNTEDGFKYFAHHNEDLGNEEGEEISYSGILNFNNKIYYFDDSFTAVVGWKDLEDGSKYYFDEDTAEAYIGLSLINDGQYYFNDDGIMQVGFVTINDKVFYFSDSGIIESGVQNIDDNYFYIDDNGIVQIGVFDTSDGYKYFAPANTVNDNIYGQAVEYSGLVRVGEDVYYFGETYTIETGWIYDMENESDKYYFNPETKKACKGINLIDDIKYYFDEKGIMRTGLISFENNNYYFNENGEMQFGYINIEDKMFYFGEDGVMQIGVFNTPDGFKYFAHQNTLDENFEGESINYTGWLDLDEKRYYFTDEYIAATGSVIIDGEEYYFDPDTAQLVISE
* marks the source's active call; other numbers are inactive results. A portion of the library; count on the stated rates, not on these rows.

SMILES	Mtb BioA inh	TcdB GH inh
COc1ccc(S(=O)(=O)N2C[C@H](O)COC[C@H]3O[C@@H](CC(=O)NCCCN4CCOCC4)CC[C@@H]32)cc1	0.5	-1.3
CO[C@H]1CN(C)C(=O)c2ccc(NC(=O)C3CC3)cc2OC[C@@H](C)N(C(=O)Cc2ccccn2)C[C@H]1C	2.1	-0.4
CCC(=O)Nc1ccc2c(c1)OC[C@@H](C)N(C(=O)c1cnccn1)C[C@@H](C)[C@H](OC)CN(C)C2=O	1.2	0.4
Cc1noc(C)c1S(=O)(=O)N(C)C[C@H]1OCCCC[C@@H](C)Oc2ccc(NS(=O)(=O)c3ccccc3)cc2C(=O)N([C@H](C)CO)C[C@@H]1C	-1.9	0.4
CCN1[C@@H]2c3ccc(-c4ccncc4)c(=O)n3C[C@H]1[C@H](CO)[C@H]2C(=O)Nc1ccccc1	-0.2	-10
C[C@@H]1CN([C@@H](C)CO)C(=O)Cc2cc(NC(=O)Nc3ccc(C(F)(F)F)cc3)ccc2O[C@@H]1CN(C)Cc1ccc(C(=O)Nc2ccccc2N)cc1	-8.3	-1.5
CCC(=O)N[C@H]1C=C[C@@H](CC(=O)OC)O[C@@H]1CO	1.5	-0.5
Cc1noc(C)c1S(=O)(=O)Nc1cccc2c1O[C@@H](CN(C)S(=O)(=O)c1ccc(F)cc1)[C@@H](C)CN([C@H](C)CO)C2=O	0.5	0.4
CCN1[C@H](C(=O)NC2CCC2)[C@@H](CO)[C@@H]2Cn3c(ccc(-c4ccc(OC)cc4)c3=O)[C@@H]21	-0.4	-0.1
COc1ccc(CN(C)C[C@@H]2OCCCC[C@@H](C)Oc3ccc(NS(=O)(=O)c4ccccc4)cc3C(=O)N([C@@H](C)CO)C[C@H]2C)cc1	-0.4	-0.6
C[C@@H]1CN([C@@H](C)CO)C(=O)c2cccc(NC(=O)Nc3ccccc3)c2O[C@H]1CN(C)S(=O)(=O)c1ccccc1	1.7	-0.1
C[C@@H]1CN([C@H](C)CO)C(=O)c2cccc(NC(=O)C3CC3)c2O[C@H]1CN(C)S(C)(=O)=O	-4.2	-0.8
CN(C)c1ccc2c(c1)[C@H]1C[C@@H](CC(=O)NCc3ccc(Oc4ccccc4)cc3)O[C@@H](CO)[C@H]1O2	0.1	-37
Cc1noc(C)c1NC(=O)N(C)C[C@@H]1Oc2ccc(NC(=O)Nc3ccc(F)cc3)cc2CC(=O)N([C@H](C)CO)C[C@@H]1C	1.4	-0.9
CC(=O)N(C)C[C@H]1Oc2cc(C#Cc3ccncc3)ccc2S(=O)(=O)N([C@H](C)CO)C[C@H]1C	0.1	0.4
CCCC#Cc1ccc([C@H]2[C@H](C#N)N(C(=O)CN3CCOCC3)[C@H]2CO)cc1	-1.6	0.8
CCCNC(=O)N(C)C[C@H]1Oc2cc(C#CC(C)C)ccc2S(=O)(=O)N([C@H](C)CO)C[C@H]1C	5.0	-1.9
Cc1noc(C)c1NC(=O)N[C@@H]1CC[C@H](CCNC(=O)C2CC2)O[C@H]1CO	-2.1	-0.3
O=C(c1cccnc1)N1C[C@@H]2[C@H](c3ccccc31)[C@@H](CO)N2CC1CCCC1	5.6	-0.4
Cc1noc(C)c1S(=O)(=O)N(C)C[C@H]1OCCCC[C@@H](C)Oc2ccc(NC(=O)C3CCCCC3)cc2C(=O)N([C@@H](C)CO)C[C@H]1C	-0.1	1.4
CN1c2ccc(-c3cccc(F)c3)cc2[C@@H]2[C@@H](CCN2C(=O)C2CC2)[C@H]1CO	31	-8.6
CCCNC(=O)Nc1ccc2c(c1)C(=O)N(C)C[C@@H](OC)[C@@H](C)CN(C(C)=O)[C@H](C)CO2	0.1	-0.6
O=C(c1ccc(F)cc1)N1C[C@H]2[C@@H](c3ccccc31)[C@@H](CO)N2C(=O)c1ccc(F)cc1	-0.2	-9.5
O=S(=O)(c1ccccc1)N1CCCCN2[C@@H](CO)[C@@H](c3ccc(-c4cncnc4)cc3)[C@@H]2C1	0.3	-0.7
CCCNC(=O)N(C)C[C@H]1Oc2ncc(C#CC3(O)CCCC3)cc2C(=O)N([C@@H](C)CO)C[C@H]1C	-1.3	0.6
SMILES	Mtb BioA inh	TcdB GH inh
CN(C)CCCNC(=O)C[C@@H]1CC[C@H]2[C@H](COc3ccc(NC(=O)C4CCC4)cc3C(=O)N2C)O1	0.3	0.8
COc1ccc(S(=O)(=O)Nc2cccc3c2O[C@H](CN(C)S(=O)(=O)c2ccc(F)cc2)[C@H](C)CN([C@@H](C)CO)C3=O)cc1	-2.0	-0.2
Cc1noc(C)c1NC(=O)Nc1ccc2c(c1)CC(=O)N([C@H](C)CO)C[C@@H](C)[C@@H](CN(C)Cc1ccncc1)O2	4.9	-0.5
C/C=C/c1ccc([C@@H]2[C@@H](CO)N(C(C)=O)[C@H]2CNC(=O)c2ccncc2)cc1	2.8	-1.7
C[C@@H]1CN([C@@H](C)CO)C(=O)c2cc(NC(=O)NC3CCCCC3)ccc2O[C@@H]1CN(C)Cc1ccc(Oc2ccccc2)cc1	-3.7	-9.0
CO[C@H](CN(C)S(=O)(=O)c1ccc(F)cc1)[C@@H](C)CN(Cc1ccccc1Cl)[C@@H](C)CO	-2.2	-1.1
CN1CCN(C(=O)C[C@H]2C[C@@H]3c4cc(NC(=O)NC5CCCCC5)ccc4O[C@@H]3[C@@H](CO)O2)CC1	1.2	-1.6
CCCC(=O)Nc1ccc2c(c1)C(=O)N(C)[C@@H]1CC[C@@H](CC(=O)Nc3ccccc3)O[C@H]1CO2	-0.8	-0.7
COc1cccc(S(=O)(=O)N[C@H]2CC[C@@H](CCn3cc(-c4ccccc4)nn3)O[C@H]2CO)c1	10.0	0.1
O=C(CN1CCOCC1)NCC[C@@H]1CC[C@H](NC(=O)Nc2ccccc2)[C@H](CO)O1	0.4	0.8
COc1ccc(NC(=O)N(C)C[C@H]2Oc3c(NC(=O)C4CC4)cccc3C(=O)N([C@@H](C)CO)C[C@@H]2C)cc1	-0.8	-0.5
CO[C@H]1CN(C)C(=O)c2ccc(NS(C)(=O)=O)cc2OC[C@@H](C)N(C)C[C@@H]1C	-1.3	-0.1
C[C@@H]1CN([C@H](C)CO)C(=O)c2cc(NS(=O)(=O)c3cccs3)ccc2O[C@@H]1CN(C)CC1CC1	3.0	0.0
Cc1ccc(S(=O)(=O)N(C)C[C@@H]2OCCCC[C@H](C)Oc3ccc(NC(=O)CCC(F)(F)F)cc3C(=O)N([C@H](C)CO)C[C@@H]2C)cc1	0.3	-0.9
Cc1ccc(S(=O)(=O)Nc2cccc3c2O[C@H](CN(C)C(=O)NC(C)C)[C@@H](C)CN([C@H](C)CO)C3=O)cc1	-1.7	0.0
CC(C)CC#Cc1ccc([C@H]2[C@@H](CO)N3CCCCN(C(=O)Cc4ccccn4)C[C@H]23)cc1	-0.4	1.0
COc1ccccc1S(=O)(=O)N[C@@H]1CC[C@H](CCNC(=O)C2CCC2)O[C@H]1CO	-4.4	-4.0
C[C@H](CO)N1C[C@H](C)[C@@H](CN(C)Cc2ccc(C(=O)O)cc2)Oc2ccc(NC(=O)Nc3ccc(C(F)(F)F)cc3)cc2C1=O	2.6	-1.1
COc1ccc(S(=O)(=O)Nc2ccc3c(c2)C(=O)N([C@H](C)CO)C[C@@H](C)[C@@H](CN(C)S(=O)(=O)c2cn(C)cn2)O3)cc1	2.2	0.1
CO[C@@H]1CN(C)C(=O)c2ccc(NS(C)(=O)=O)cc2OC[C@@H](C)N(CC2CCCCC2)C[C@@H]1C	0.0	-0.4
C[C@@H]1CCCCO[C@H](CN(C)C(=O)Nc2ccc(C(F)(F)F)cc2)[C@H](C)CN([C@@H](C)CO)C(=O)c2cc(NC(=O)Nc3ccccc3)ccc2O1	3.7	0.4
CCC(=O)Nc1ccc2c(c1)C(=O)N(C)C[C@H](OC)[C@H](C)CN(CC1CC1)[C@@H](C)CO2	0.2	-0.5
C[C@@H]1CN([C@H](C)CO)C(=O)c2cc(NS(=O)(=O)c3ccccc3)ccc2O[C@@H]1CN(C)S(=O)(=O)c1cccs1	1.0	-0.7
C[C@@H]1CN([C@@H](C)CO)C(=O)c2c(c3ccccc3n2C)-c2ccccc2CO[C@H]1CN(C)C(=O)Nc1ccc2c(c1)OCO2	0.9	0.7
COc1ccc(C#Cc2cnc3c(c2)C(=O)N([C@H](C)CO)C[C@H](C)[C@H](CN(C)S(=O)(=O)c2cn(C)cn2)O3)cc1OC	-2.7	0.7

In the list so far, 4 have a CF3 group.
SMILES	Mtb BioA inh	TcdB GH inh
C[C@@H]1CN([C@@H](C)CO)C(=O)Cc2cc(NC(=O)Nc3ccc(C(F)(F)F)cc3)ccc2O[C@@H]1CN(C)Cc1ccc(C(=O)Nc2ccccc2N)cc1	-8.3	-1.5
Cc1ccc(S(=O)(=O)N(C)C[C@@H]2OCCCC[C@H](C)Oc3ccc(NC(=O)CCC(F)(F)F)cc3C(=O)N([C@H](C)CO)C[C@@H]2C)cc1	0.3	-0.9
C[C@H](CO)N1C[C@H](C)[C@@H](CN(C)Cc2ccc(C(=O)O)cc2)Oc2ccc(NC(=O)Nc3ccc(C(F)(F)F)cc3)cc2C1=O	2.6	-1.1
C[C@@H]1CCCCO[C@H](CN(C)C(=O)Nc2ccc(C(F)(F)F)cc2)[C@H](C)CN([C@@H](C)CO)C(=O)c2cc(NC(=O)Nc3ccccc3)ccc2O1	3.7	0.4

Part of the list above in order of number of heavy atoms, descending:
SMILES	Mtb BioA inh	TcdB GH inh
C[C@@H]1CCCCO[C@H](CN(C)C(=O)Nc2ccc(C(F)(F)F)cc2)[C@H](C)CN([C@@H](C)CO)C(=O)c2cc(NC(=O)Nc3ccccc3)ccc2O1	3.7	0.4
C[C@H](CO)N1C[C@H](C)[C@@H](CN(C)Cc2ccc(C(=O)O)cc2)Oc2ccc(NC(=O)Nc3ccc(C(F)(F)F)cc3)cc2C1=O	2.6	-1.1
CN1CCN(C(=O)C[C@H]2C[C@@H]3c4cc(NC(=O)NC5CCCCC5)ccc4O[C@@H]3[C@@H](CO)O2)CC1	1.2	-1.6

Continued.
SMILES	Mtb BioA inh	TcdB GH inh
C[C@@H]1CN([C@H](C)CO)C(=O)Cc2cc(NC(=O)NC3CCCCC3)ccc2O[C@@H]1CN(C)Cc1ccc(C(F)(F)F)cc1	0.6	-2.0
C[C@@H]1CCCCO[C@H](CN(C)Cc2ccc(C(=O)O)cc2)[C@@H](C)CN([C@@H](C)CO)C(=O)c2cc(NC(=O)c3ccccc3)ccc2O1	4.0	-1.2
C[C@@H]1CN([C@H](C)CO)C(=O)c2cccc(NC(=O)c3ccncc3)c2O[C@H]1CN(C)S(=O)(=O)c1cccs1	-0.5	-1.0
C[C@H](CO)N1C[C@H](C)[C@H](CN(C)C(=O)c2cccnc2)Oc2cc(/C=C/c3ccccc3)ccc2S1(=O)=O	0.7	3.2
COc1ccc(NC(=O)N(C)C[C@@H]2OCCCC[C@H](C)Oc3ccc(N(C)C)cc3C(=O)N([C@H](C)CO)C[C@@H]2C)cc1	1.4	-26
COc1ccc(CN(C)C[C@H]2Oc3c(NC(=O)NC4CCCCC4)cccc3C(=O)N([C@H](C)CO)C[C@H]2C)cc1	1.4	-0.6
CCCC(=O)Nc1ccc2c(c1)C(=O)N(C)C[C@H](OC)[C@@H](C)CN(Cc1ccccc1)[C@@H](C)CO2	-0.3	-1.6
CC(C)NC(=O)Nc1ccc2c(c1)CC(=O)N([C@H](C)CO)C[C@@H](C)[C@@H](CN(C)Cc1ccc(C(=O)O)cc1)O2	1.4	0.8
C[C@@H]1CN([C@@H](C)CO)C(=O)c2cc(NC(=O)Nc3ccccc3)ccc2O[C@@H](C)CCCCO[C@H]1CN(C)S(=O)(=O)c1cn(C)cn1	0.9	0.3
CCCN1[C@@H]2Cn3c(cccc3=O)[C@H]1[C@@H](C(=O)N(C)C)[C@@H]2CO	-1.3	-0.4
CN1CCN(C(=O)C[C@@H]2CC[C@@H](NC(=O)Cc3ccccn3)[C@H](CO)O2)CC1	-2.9	-0.4
COc1ccc(CN(C)C[C@H]2OCCCC[C@H](C)Oc3ccc(NC(=O)c4ccncc4)cc3C(=O)N([C@H](C)CO)C[C@H]2C)cc1	-1.9	-1.4
CNC[C@H]1Oc2ccc(NS(=O)(=O)c3ccc(C)cc3)cc2C(=O)N([C@H](C)CO)C[C@H]1C	7.9	0.5
COCCNC(=O)C[C@H]1C[C@@H]2c3cc(NC(=O)Nc4ccccc4)ccc3O[C@@H]2[C@H](CO)O1	0.1	0.6
O=C(Nc1cccc(Cl)c1)N1C[C@H]2[C@@H](c3ccccc31)[C@@H](CO)N2C(=O)c1cccnc1	2.0	-0.1
CO[C@@H]1CN(C)C(=O)c2cc(NC(=O)C3CCCC3)ccc2OC[C@@H](C)N(C(=O)c2ccccc2)C[C@H]1C	5.6	0.7
Cc1ccc(S(=O)(=O)Nc2ccc3c(c2)C(=O)N([C@H](C)CO)C[C@H](C)[C@@H](CN(C)Cc2ccncc2)OCCCC[C@@H](C)O3)cc1	-1.9	-0.1
COc1ccc(CN(C)C[C@@H]2OCCCC[C@@H](C)Oc3ccc(NC(=O)c4ccncc4)cc3C(=O)N([C@H](C)CO)C[C@H]2C)cc1	1.4	0.4
N#Cc1cccc(-c2ccc3c(c2)[C@H]2[C@H](CCN2S(=O)(=O)c2ccc(F)cc2)[C@H](CO)N3)c1	-1.1	1.4
C[C@@H]1CN([C@@H](C)CO)C(=O)c2cc(NS(=O)(=O)c3ccccc3)ccc2O[C@H]1CN(C)Cc1ccc(Cl)c(Cl)c1	-1.4	-0.4
CCC(=O)Nc1ccc2c(c1)C(=O)N(C)[C@H]1CC[C@@H](CC(=O)N[C@H](C)c3ccccc3)O[C@H]1CO2	-0.9	-0.1
C[C@@H]1CN([C@@H](C)CO)S(=O)(=O)c2ccc(C#CCC3CCCC3)cc2O[C@H]1CN(C)Cc1cccc(C(=O)O)c1	8.2	0.5
C[C@@H]1CN([C@@H](C)CO)C(=O)Cc2cc(NS(=O)(=O)c3ccc(Cl)cc3)ccc2O[C@@H]1CN(C)Cc1ccccc1	1.4	-0.1
CCC(=O)N1[C@@H]2c3ccc(-c4ccccc4OC)c(=O)n3C[C@@H]2[C@@H](CO)[C@@H]1C(=O)NCCCN(C)C	0.3	-0.1
O=C(c1ccc(F)cc1)N1CCCCN2[C@@H](CO)[C@H](c3ccc(-c4ccccc4)cc3)[C@@H]2C1	0.4	0.3

Assay outcomes from PubChem BioAssay.
